NSD2 inh = inhibitors of human NSD2, primary screen, biochemical, plate reader, single point; NSD2-SET H3K36me1 DELFIA fluorescence; inhibition, % at 12.5 µM; hit rate 0.07% among 44,000; Histone-lysine N-methyltransferase NSD2 (Homo sapiens), O96028; AID 624260, 2012; in the data active = inhibition above about 54%, passing the limit was not always enough;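 note: inhibitors reduce the monomethyl H3K36 fluorescence signal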
Target sequence (O96028 whole entry, looked up): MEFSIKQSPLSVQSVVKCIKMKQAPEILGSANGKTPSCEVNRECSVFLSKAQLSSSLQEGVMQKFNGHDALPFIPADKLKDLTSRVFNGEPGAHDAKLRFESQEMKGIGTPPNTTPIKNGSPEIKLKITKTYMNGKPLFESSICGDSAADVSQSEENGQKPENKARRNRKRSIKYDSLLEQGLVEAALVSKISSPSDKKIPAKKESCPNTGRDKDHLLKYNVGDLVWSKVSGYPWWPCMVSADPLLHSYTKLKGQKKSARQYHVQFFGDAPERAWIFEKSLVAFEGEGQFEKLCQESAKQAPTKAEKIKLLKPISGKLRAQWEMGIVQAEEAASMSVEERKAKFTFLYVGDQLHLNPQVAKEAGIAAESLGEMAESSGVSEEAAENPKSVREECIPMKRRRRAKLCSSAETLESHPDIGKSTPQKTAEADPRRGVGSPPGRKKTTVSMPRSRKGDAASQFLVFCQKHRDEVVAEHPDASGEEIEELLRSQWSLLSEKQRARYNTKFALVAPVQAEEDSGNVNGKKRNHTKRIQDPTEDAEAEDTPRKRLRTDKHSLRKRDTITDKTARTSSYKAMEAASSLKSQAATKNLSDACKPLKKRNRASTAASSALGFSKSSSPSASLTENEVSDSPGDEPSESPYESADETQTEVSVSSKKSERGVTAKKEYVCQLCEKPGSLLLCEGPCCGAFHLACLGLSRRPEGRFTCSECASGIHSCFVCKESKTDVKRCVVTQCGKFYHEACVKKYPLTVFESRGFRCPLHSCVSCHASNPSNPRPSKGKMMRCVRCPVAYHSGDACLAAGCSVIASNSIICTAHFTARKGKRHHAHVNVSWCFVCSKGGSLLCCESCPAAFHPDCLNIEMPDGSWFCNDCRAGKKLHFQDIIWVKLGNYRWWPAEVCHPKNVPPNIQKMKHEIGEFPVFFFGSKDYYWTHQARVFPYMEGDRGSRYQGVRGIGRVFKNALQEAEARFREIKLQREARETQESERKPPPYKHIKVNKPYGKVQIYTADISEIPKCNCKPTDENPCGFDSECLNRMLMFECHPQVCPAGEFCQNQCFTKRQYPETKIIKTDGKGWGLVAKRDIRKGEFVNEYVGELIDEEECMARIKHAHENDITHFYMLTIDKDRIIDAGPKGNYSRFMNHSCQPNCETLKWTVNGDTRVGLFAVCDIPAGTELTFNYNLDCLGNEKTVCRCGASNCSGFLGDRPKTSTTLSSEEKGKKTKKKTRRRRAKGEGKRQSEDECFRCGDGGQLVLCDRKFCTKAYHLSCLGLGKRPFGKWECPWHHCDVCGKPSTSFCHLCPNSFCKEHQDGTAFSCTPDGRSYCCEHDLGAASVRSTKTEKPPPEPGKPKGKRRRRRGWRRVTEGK
Numbers without * were called inactive; i = inactive. A portion of the library (hit frequency here may not be typical).

| nr | molecule | NSD2 inh |
| --- | --- | --- |
| 1 | CNC[C@H]1Oc2ccc(NS(=O)(=O)c3cccs3)cc2C(=O)N([C@H](C)CO)C[C@H]1C | 1 |
| 2 | c1ccc2sc(N3CCN(Cc4ccc5c(c4)OCO5)CC3)nc2c1 | -5 |
| 3 | C[C@H](CO)N1C[C@H](C)[C@@H](CN(C)S(=O)(=O)c2cn(C)cn2)Oc2ccc(NS(=O)(=O)c3ccc(Cl)cc3)cc2CC1=O | 4 |
| 4 | C[C@@H]1CCCCO[C@@H](CN(C)CC2CC2)[C@@H](C)CN([C@H](C)CO)C(=O)c2cc(NC(=O)c3ccncc3)ccc2O1 | 7 |
| 5 | COc1ccc(CCc2cc(OC)cc(=O)o2)cc1 | -3 |
| 6 | C[C@H]1CCCCO[C@H](CN(C)Cc2ccc3c(c2)OCO3)[C@@H](C)CN([C@@H](C)CO)C(=O)c2cc(N(C)C)ccc2O1 | 4 |
| 7 | C[C@H](CO)N1C[C@H](C)[C@H](CN(C)S(=O)(=O)c2ccc(Cl)cc2)Oc2ccc(NC(=O)CCN3CCOCC3)cc2C1=O | 1 |
| 8 | C[C@@H]1CN([C@@H](C)CO)C(=O)c2cc(-c3cccc(F)c3)cnc2O[C@@H]1CN(C)C | -3 |
| 9 | COc1ccc(CN(C)C[C@H]2Oc3ccc(NC(=O)Nc4c(C)noc4C)cc3C(=O)N([C@H](C)CO)C[C@@H]2C)cc1 | 4 |
| 10 | COc1ccc(CN(C)C[C@@H]2OCCCC[C@H](C)Oc3ccc(NC(=O)Nc4ccccc4)cc3C(=O)N([C@@H](C)CO)C[C@H]2C)cc1 | 28 |
| 11 | COc1ccccc1-c1ccc2c(c1)O[C@@H](CN(C)C(=O)c1ccncc1)[C@@H](C)CN([C@@H](C)CO)S2(=O)=O | 3 |
| 12 | C[C@@H]1CN([C@H](C)CO)C(=O)c2cc(-c3cncnc3)cnc2O[C@@H]1CN(C)Cc1ccncc1 | -5 |
| 13 | C[C@@H]1CN([C@@H](C)CO)C(=O)c2cccc(NS(=O)(=O)c3ccccc3)c2O[C@H]1CN(C)S(=O)(=O)c1ccccc1 | -15 |
| 14 | C[C@H]1CN([C@@H](C)CO)C(=O)Cc2cc(NC(=O)C3CCCCC3)ccc2O[C@H]1CN(C)Cc1ccccc1 | -6 |
| 15 | COc1ccc(CN(C)C[C@H]2Oc3c(NC(=O)Nc4c(C)noc4C)cccc3C(=O)N([C@@H](C)CO)C[C@H]2C)cc1 | -6 |
| 16 | CNC[C@@H]1Oc2ccc(NS(=O)(=O)c3c(C)noc3C)cc2CC(=O)N([C@H](C)CO)C[C@H]1C | 1 |
| 17 | Cc1ccc(S(=O)(=O)N(C)C[C@@H]2OCCCC[C@H](C)Oc3ccc(NS(=O)(=O)c4ccc(F)cc4)cc3C(=O)N([C@@H](C)CO)C[C@H]2C)cc1 | -5 |
| 18 | CC(C)CC#Cc1cnc2c(c1)C(=O)N([C@@H](C)CO)C[C@H](C)[C@@H](CN(C)C(=O)Nc1cc(F)ccc1F)O2 | -7 |
| 19 | C[C@@H]1CCCCO[C@H](CN(C)C(=O)CCC(F)(F)F)[C@@H](C)CN([C@@H](C)CO)C(=O)c2cc(NC(=O)c3ccncc3)ccc2O1 | -4 |
| 20 | Cc1noc(C)c1S(=O)(=O)Nc1cccc2c1O[C@@H](CN(C)Cc1ccccc1)[C@@H](C)CN([C@@H](C)CO)C2=O | 6 |

By substructure: the entries above containing a Cl atom
| nr | molecule | NSD2 inh |
| --- | --- | --- |
| 3 | C[C@H](CO)N1C[C@H](C)[C@@H](CN(C)S(=O)(=O)c2cn(C)cn2)Oc2ccc(NS(=O)(=O)c3ccc(Cl)cc3)cc2CC1=O | 4 |
| 7 | C[C@H](CO)N1C[C@H](C)[C@H](CN(C)S(=O)(=O)c2ccc(Cl)cc2)Oc2ccc(NC(=O)CCN3CCOCC3)cc2C1=O | 1 |

Remaining list, next part.
| nr | molecule | NSD2 inh |
| --- | --- | --- |
| 21 | COc1ccc(S(=O)(=O)N(C)C[C@H]2Oc3ccc(NC(=O)NC(C)C)cc3C(=O)N([C@@H](C)CO)C[C@@H]2C)cc1 | -1 |
| 22 | C[C@H](NC(=O)C[C@H]1C[C@H]2c3cc(NC(=O)CN(C)C)ccc3O[C@H]2[C@@H](CO)O1)c1ccccc1 | -2 |
| 23 | C[C@H](CO)N1C[C@H](C)[C@H](CN(C)S(=O)(=O)c2cccs2)OCCCC[C@H](C)Oc2ccc(NS(=O)(=O)c3ccccc3)cc2C1=O | 1 |
| 24 | C[C@@H]1CN([C@@H](C)CO)C(=O)c2cc(NC(=O)Cc3ccccc3)ccc2O[C@@H](C)CCCCO[C@@H]1CN(C)Cc1ccc2c(c1)OCO2 | -1 |
| 25 | COCCOC(=O)N1C(=O)[C@@]2(c3cc(C#CCC(C(=O)OC)C(=O)OC)ccc31)[C@H](c1ccc(OCCO)cc1)N1[C@H](c3ccccc3)[C@H](c3ccccc3)OC(=O)[C@H]1[C@@H]2C(=O)N1CCN(c2ncccn2)CC1 | -4 |
| 26 | CN(CCO)c1ccc(/C=N/NC(=O)CCCCCC(=O)NO)cc1 | 0 |
| 27 | C[C@@H]1CN([C@H](C)CO)C(=O)c2cc(NC(=O)CCC(F)(F)F)ccc2O[C@@H]1CN(C)C(=O)Nc1ccc(F)cc1 | -5 |
| 28 | O=C(C[C@@H]1C[C@@H]2c3cc(NS(=O)(=O)c4ccc(F)cc4)ccc3O[C@@H]2[C@@H](CO)O1)NCc1ccc(Oc2ccccc2)cc1 | 8 |
| 29 | Nc1cc(=O)[nH]c(SCC(=O)Nc2ccccc2)n1 | -4 |
| 30 | C[C@@H]1CN([C@H](C)CO)C(=O)Cc2cc(NC(=O)Nc3cccc4ccccc34)ccc2O[C@H]1CN(C)S(=O)(=O)c1cccs1 | -15 |
| 31 | C[C@@H]1CCCCO[C@H](CN(C)C(=O)c2ccccc2)[C@@H](C)CN([C@H](C)CO)C(=O)c2cc(NC(=O)Nc3ccc(C(F)(F)F)cc3)ccc2O1 | -4 |
| 32 | C[C@@H]1CN([C@@H](C)CO)C(=O)c2cccc(NS(=O)(=O)c3cccs3)c2O[C@H]1CN(C)Cc1ccc(Cl)c(Cl)c1 | -1 |
| 33 | Cc1noc(C)c1NC(=O)N(C)C[C@@H]1Oc2ccc(NC(=O)CCCN(C)C)cc2C(=O)N([C@@H](C)CO)C[C@@H]1C | 3 |
| 34 | O=C(NC1CC1)C1=C[C@H](c2csc3ccccc23)C[C@H](OCc2ccc(CO)cc2)O1 | 4 |
| 35 | C[C@@H]1CN([C@@H](C)CO)C(=O)c2cc(NC(=O)Nc3ccccc3)ccc2O[C@@H](C)CCCCO[C@@H]1CN(C)Cc1ccc(C(=O)O)cc1 | 1 |
| 36 | C[C@@H]1CCCCO[C@H](CN(C)C(=O)NC2CCCCC2)[C@H](C)CN([C@@H](C)CO)C(=O)c2cc(NC(=O)CCCN(C)C)ccc2O1 | 2 |
| 37 | C[C@H](CO)N1C[C@H](C)[C@@H](CN(C)CC2CCOCC2)Oc2ncc(C#CCC3CCCC3)cc2C1=O | 2 |
| 38 | COc1ccc(C#Cc2ccc3c(c2)[C@]2(C(=O)N3)[C@H](c3ccccc3OCCO)N3[C@H](c4ccccc4)[C@H](c4ccccc4)OC(=O)[C@H]3[C@@H]2C(N)=O)cc1 | -1 |
| 39 | CC(C)NC(=O)Nc1cccc2c1O[C@@H](CN(C)Cc1ccccc1)[C@@H](C)CN([C@@H](C)CO)C2=O | 0 |
| 40 | CC(C)NC(=O)N(C)C[C@@H]1Oc2ccc(NS(=O)(=O)c3cn(C)cn3)cc2CC(=O)N([C@H](C)CO)C[C@@H]1C | -3 |
| 41 | Cc1ccc(S(=O)(=O)N(C)C[C@H]2OCCCC[C@@H](C)Oc3ccc(NS(C)(=O)=O)cc3C(=O)N([C@@H](C)CO)C[C@@H]2C)cc1 | -3 |
| 42 | CCCC#Cc1cnc2c(c1)C(=O)N([C@@H](C)CO)C[C@H](C)[C@@H](CN(C)Cc1ccccc1F)O2 | -6 |
| 43 | C[C@H](CO)N1C[C@H](C)[C@H](CN(C)Cc2cncnc2)Oc2ncc(-c3ccc(F)cc3)cc2C1=O | -8 |
| 44 | O=C1CC(c2ccc(O)cc2)Oc2c1c(O)cc(O)c2C1C(=O)c2c(O)cc(O)cc2OC1c1ccc(O)c(O)c1 (stereo not drawn) | 15 |
| 45 | C[C@H]1CN([C@@H](C)CO)C(=O)Cc2cc(NC(=O)Nc3cccc4ccccc34)ccc2O[C@@H]1CN(C)Cc1ccc2c(c1)OCO2 | 0 |
| 46 | C[C@H](CO)N1C[C@H](C)[C@@H](CN(C)C(=O)c2ccc3c(c2)OCO3)Oc2cc(C#Cc3ccccc3F)ccc2S1(=O)=O | 1 |
| 47 | CC(=O)N(C)C[C@@H]1Oc2ncc(C#CCC3CCCC3)cc2C(=O)N([C@@H](C)CO)C[C@H]1C | 7 |
| 48 | CC(=O)N(C)C[C@@H]1Oc2ncc(-c3cncnc3)cc2C(=O)N([C@H](C)CO)C[C@H]1C | -5 |
| 49 | COc1ccc(CN(C)C[C@@H]2Oc3c(NC(=O)NC4CCCCC4)cccc3C(=O)N([C@H](C)CO)C[C@H]2C)cc1 | -2 |
| 50 | COc1ccc(S(=O)(=O)Nc2ccc3c(c2)C(=O)N([C@H](C)CO)C[C@@H](C)[C@@H](CN(C)S(=O)(=O)c2ccc(OC)cc2)O3)cc1 | 1 |

Overlap with the part before: 3 entries; new compounds follow.
| nr | molecule | NSD2 inh |
| --- | --- | --- |
| 48 | CC(=O)N(C)C[C@@H]1Oc2ncc(-c3cncnc3)cc2C(=O)N([C@H](C)CO)C[C@H]1C | -5 |
| 49 | COc1ccc(CN(C)C[C@@H]2Oc3c(NC(=O)NC4CCCCC4)cccc3C(=O)N([C@H](C)CO)C[C@H]2C)cc1 | -2 |
| 50 | COc1ccc(S(=O)(=O)Nc2ccc3c(c2)C(=O)N([C@H](C)CO)C[C@@H](C)[C@@H](CN(C)S(=O)(=O)c2ccc(OC)cc2)O3)cc1 | 1 |
| 51 | CC1OC(Oc2cc(O)c3c(=O)c(OC4OC(CO)C(O)C(O)C4OC4OC(C)C(O)C(O)C4O)c(-c4ccc(O)cc4)oc3c2)C(O)C(O)C1O (stereo not drawn) | -6 |
| 52 | CS(=O)(=O)Nc1ccc2c(c1)[C@@H]1C[C@H](CC(=O)NCC3CC3)O[C@@H](CO)[C@@H]1O2 | -2 |
| 53 | CNC[C@H]1OCCCC[C@@H](C)Oc2ccc(NC(=O)Nc3c(C)noc3C)cc2C(=O)N([C@@H](C)CO)C[C@H]1C | 4 |
| 54 | C[C@H](CO)N1C[C@H](C)[C@@H](CN(C)S(C)(=O)=O)Oc2ncc(/C=C/c3ccccc3)cc2C1=O | -9 |
| 55 | COc1ccc(S(=O)(=O)Nc2ccc3c(c2)CC(=O)N([C@@H](C)CO)C[C@@H](C)[C@H](CN(C)C(=O)Nc2ccc(C(F)(F)F)cc2)O3)cc1 | 2 |
| 56 | COc1ccc(NC(=O)N(C)C[C@@H]2Oc3ccc(NC(=O)Nc4ccccc4)cc3CC(=O)N([C@@H](C)CO)C[C@H]2C)cc1 | 9 |
| 57 | C[C@H]1CN([C@@H](C)CO)C(=O)c2cc(-c3ccccc3)cnc2O[C@@H]1CN(C)C(=O)Nc1ccc2c(c1)OCO2 | 0 |
| 58 | Cc1noc(C)c1NC(=O)Nc1ccc2c(c1)C(=O)N([C@H](C)CO)C[C@@H](C)[C@@H](CN(C)S(=O)(=O)c1c(C)noc1C)O2 | 0 |
| 59 | Cc1noc(C)c1NC(=O)Nc1ccc2c(c1)C(=O)N([C@@H](C)CO)C[C@H](C)[C@H](CN(C)Cc1ccc(C(=O)O)cc1)O2 | -6 |
| 60 | NS(=O)(=O)Cc1noc2ccccc12 | -1 |
| 61 | C[C@H]1CN([C@@H](C)CO)C(=O)c2cc(NC(=O)C3CCCCC3)ccc2O[C@H]1CN(C)Cc1ccc(-c2ccccc2)cc1 | i |
| 62 | C/C=C/c1ccc2c(c1)O[C@H](CN(C)C(=O)c1cnccn1)[C@@H](C)CN([C@H](C)CO)S2(=O)=O | 0 |
| 63 | CC(C)CC#Cc1cnc2c(c1)C(=O)N([C@@H](C)CO)C[C@H](C)[C@@H](CN(C)C(=O)NC1CCCC1)O2 | 0 |
| 64 | COCC#Cc1cnc2c(c1)C(=O)N([C@@H](C)CO)C[C@@H](C)[C@@H](CN(C)C(=O)c1ccc(F)cc1)O2 | 1 |
| 65 | Cc1noc(C)c1S(=O)(=O)N(C)C[C@H]1OCCCC[C@H](C)Oc2ccc(NC(=O)Nc3cccc4ccccc34)cc2C(=O)N([C@@H](C)CO)C[C@@H]1C | 3 |
| 66 | Cc1ncc(CO)c(/C=N/NC(=O)CCCCCC(=O)O)c1O | 4 |
| 67 | COc1ccc(S(=O)(=O)Nc2ccc3c(c2)C(=O)N([C@@H](C)CO)C[C@H](C)[C@@H](CN(C)S(=O)(=O)c2cccs2)OCCCC[C@@H](C)O3)cc1 | 4 |
| 68 | C[C@@H]1CN([C@H](C)CO)C(=O)c2cc(NS(=O)(=O)c3ccc(F)cc3)ccc2O[C@@H]1CN(C)Cc1ccc(Cl)c(Cl)c1 | -11 |
| 69 | C[C@H](CO)N1C[C@H](C)[C@H](CN(C)Cc2ccccc2)OCCCC[C@H](C)Oc2ccc(NC(=O)C3CCCCC3)cc2C1=O | -338 |
| 70 | C[C@@H]1CN([C@H](C)CO)S(=O)(=O)c2ccc(C#CC3(O)CCCC3)cc2O[C@H]1CN(C)C(=O)Cc1ccccc1 | 7 |
| 71 | Cc1noc(C)c1NC(=O)N(C)C[C@H]1Oc2ccc(NC(=O)CCCN(C)C)cc2C(=O)N([C@@H](C)CO)C[C@H]1C | 11 |
| 72 | C[C@H](CO)N1C[C@H](C)[C@H](CN(C)Cc2ccc(C(=O)O)cc2)Oc2c(NC(=O)Nc3ccccc3)cccc2C1=O | 11 |
| 73 | C[C@@H]1CN([C@H](C)CO)C(=O)Cc2cc(NC(=O)Nc3ccc4c(c3)OCO4)ccc2O[C@@H]1CN(C)C(=O)Nc1ccc(C(F)(F)F)cc1 | -2 |
| 74 | C[C@@H]1CN([C@H](C)CO)C(=O)Cc2cc(NC(=O)Nc3ccc(F)cc3)ccc2O[C@@H]1CN(C)Cc1ccc2c(c1)OCO2 | 0 |
| 75 | Cc1noc(C)c1S(=O)(=O)N(C)C[C@H]1OCCCC[C@H](C)Oc2ccc(NS(C)(=O)=O)cc2C(=O)N([C@H](C)CO)C[C@@H]1C | -2 |

High-throughput results deposited in PubChem by Broad Institute.
